# ERb SRC1 inh: ER-beta (human) coactivator binding inhibition; Q92731; TR-FRET ER-beta LBD / SRC1-Cy5 peptide binding; receptor agonist-loaded with 1 µM estradiol; inhibition, % at 25.6 µM; 86,000 compounds, 1.3% hits; AID 633;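 active means compounds whose percent inhibition of the receptor-coactivator binding signal exceeds about 50% in the single-dose screen, limit read from the data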;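 further: 0% = receptor plus peptide wells without compound and 100% = peptide-only wells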
# PLK1 kinase inh: PLK1 (human) kinase inhibition | P53350 | recombinant PLK1 kinase, TR-FRET peptide phosphorylation | 97,000 compounds, 0.53% hits | inhibition, % at 10 µM;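 active means inhibition of 50% or more in the single-concentration screen; inactive means inhibition below 50%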;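 further: 0% = DMSO max control and 100% = H-89 dihydrochloride min control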
# Mac1 fbg inh: CD11b/CD18-fibrinogen binding inhibition | P05107+P11215 | 93,000 compounds, 0.54% hits | inhibition, % at 10 µM | K562 CD11b/CD18 adhesion to fibrinogen, ATPlite luminescence; Mn2+ added to activate the integrin;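 active means primary inhibition of 50% or more at 10 µM, then 40% or more on retest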; further: some results filed as inactive read as strong as hits
# Target sequence (P05107 whole entry, looked up, other chains not shown): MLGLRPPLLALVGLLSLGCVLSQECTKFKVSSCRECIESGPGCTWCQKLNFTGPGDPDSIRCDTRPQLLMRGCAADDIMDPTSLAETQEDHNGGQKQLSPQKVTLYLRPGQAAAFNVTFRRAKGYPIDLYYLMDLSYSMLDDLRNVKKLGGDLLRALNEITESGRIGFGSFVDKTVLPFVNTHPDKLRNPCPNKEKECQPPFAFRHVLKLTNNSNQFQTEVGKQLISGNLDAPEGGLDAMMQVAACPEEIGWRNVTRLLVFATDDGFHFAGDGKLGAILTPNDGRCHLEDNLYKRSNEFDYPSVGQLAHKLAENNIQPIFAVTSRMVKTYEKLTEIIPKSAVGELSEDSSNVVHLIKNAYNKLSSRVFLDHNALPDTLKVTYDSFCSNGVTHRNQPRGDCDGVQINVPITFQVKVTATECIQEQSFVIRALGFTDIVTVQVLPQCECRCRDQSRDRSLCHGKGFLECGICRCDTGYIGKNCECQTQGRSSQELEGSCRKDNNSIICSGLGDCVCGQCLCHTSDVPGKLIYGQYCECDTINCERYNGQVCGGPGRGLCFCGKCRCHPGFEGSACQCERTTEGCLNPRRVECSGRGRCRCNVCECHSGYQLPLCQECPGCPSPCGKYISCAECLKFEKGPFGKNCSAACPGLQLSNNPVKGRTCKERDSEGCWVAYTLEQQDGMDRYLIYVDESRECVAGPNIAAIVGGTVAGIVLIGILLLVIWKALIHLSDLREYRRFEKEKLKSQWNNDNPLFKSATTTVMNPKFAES
# CD11b adhes enh: increases human CD11b/CD18 adhesion to fibrinogen. AID 1499. K562 CD11b/CD18 adhesion to fibrinogen, ATPlite luminescence. P05107+P11215. activation, % at 10 µM. 93,000 compounds, 0.07% hits;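 active means 10 µM primary screen giving 50% or more activity, confirmed by 40% or more on retest at that dose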; further: strong numbers were not always called active
# ERa SRC1 pot: enhances coactivator binding to human estrogen receptor alpha; P03372; TR-FRET ERalpha-LBD/SRC-Cy5 coactivator binding, 2 h; 100 = basal binding, no effect; coactivator binding (% of control), % at 25.6 µM; 86,000 compounds, 1.3% hits; in the data active means activity above about 200%;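 further: binding measured in presence of low estradiol as agonist stimulus; 0% = peptide alone without receptor and 100% = receptor with peptide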
# FAK blocker: FAK (human) kinase inhibition; Q05397; biochemical FAK kinase activity assay; inhibition, %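 (tested at 7 µM)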; 97,000 compounds, 0.84% hits; AID 727; in the data active means inhibition above about 19%;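 further: 0% = DMSO and 100% = reference compound high control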
# ERa SRC1 inh: ER-alpha (human) coactivator binding inhibition. P03372. 86,000 compounds, 1.7% hits. TR-FRET ER-alpha LBD / SRC-1 peptide, estradiol-bound. AID 629. inhibition, % at 25.6 µM; in the data active means inhibition above about 50%;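 further: 0% = receptor plus peptide control and 100% = peptide only without receptor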
# HIV Rev-RRE inh: HIV Rev-RRE protein-RNA interaction inhibition | P05866 | Rev peptide-RRE RNA binding, FRET | inhibition, % at 8 µM | 97,000 compounds, 0.79% hits | AID 704;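 active means inhibition above the screen-wide mean plus 3 SD, cut at about 35% in these data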;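 further: 0% = median DMSO wells and 100% = median Neomycin B control wells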
# Target sequence (P05866 whole entry, looked up): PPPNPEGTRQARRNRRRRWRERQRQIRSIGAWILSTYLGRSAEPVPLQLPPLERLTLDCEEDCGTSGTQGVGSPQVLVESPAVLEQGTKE
#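 Test system: labelled RRE RNA duplex and labelled Rev peptide. Times: 5 min compound–RNA preincubation, then 15 min with peptide, 25 °C. Doses: single-dose 8 µM. Measured by: FRET, excitation 480 nm, emission 540 nm donor and 671 nm acceptor. Measure: % inhibition of FRET ratio versus controls.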
# PLK1 PBD inh: blocks phosphopeptide binding to human Plk1 polo box domain. P53350. Plk1 PBD phosphopeptide binding, fluorescence polarization. inhibition, %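 (tested at about 20 µM)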. 97,000 compounds, 0.13% hits. AID 693; in the data active means inhibition above about 34%, passing the limit was not always enough
# The depositor's hits bear a star; / = no result given; [ ] = remark or other dose.
HIV Rev-RRE inh	Mac1 fbg inh	FAK blocker	ERa SRC1 inh	PLK1 kinase inh	PLK1 PBD inh	ERa SRC1 pot	ERb SRC1 inh	CD11b adhes enh	smiles
18	-12	-1	-8	-11	-6	105	-8	-1	COc1cccc(OCCOc2ccccc2OC(C)C)c1
7	8	2	/	-5	0	/	/	-2	CC1CCc2nn(CC(=O)Nc3ccc(F)cc3F)cc2C1 (stereo not drawn)
/	-17	/	-1[fluorescence artefact?]	/	/	108	2[fluorescence artefact?]	-2	Cc1ccc(N(CN2C(=O)NC(C)(C)C2=O)CN2C(=O)NC(C)(C)C2=O)cc1
5	1	2	11	-7	7	101	0	-1	Cc1n[nH]c(C)c1S(=O)(=O)N1CCc2ccccc21
13	-1	-2	/	-16	-10	/	/	-3	Cc1cccc(/C(N)=N/OC(=O)Cc2cccs2)c1
3	-16	0	/	-14	-32	/	/	-4	COC(=O)C(CC(C)C)NC(=O)C(N)Cc1ccccc1 (stereo not drawn)
10	-3	2	/	-4	-12	/	/	3	O=C(COC(=O)c1cccc(S(=O)(=O)NCc2ccccc2)c1)Nc1ccccc1OC(F)F
5	6	4	11[fluorescence artefact?]	-13	2	80	28[fluorescence artefact?]	1	O=C(OCC1OC(n2cnc3c(N(C(=O)c4ccccc4)C(=O)c4ccccc4)ncnc32)C(O)C1F)c1ccccc1 (stereo not drawn)
1	-3	3	/	-12	-3	/	/	2	CC(C)CNC(=O)COC(=O)c1cc(Cl)cc(Cl)c1N
4	1	-2	-5	-8	0	95[fluorescence artefact?]	8[fluorescence artefact?]	-6	CCOC(=O)c1ccc(CSc2ncn[nH]2)o1
5	-2	-5	-4	-3	-6	119	1	0	CCOC(=O)c1c(C)c(C(=O)O)n(C)c1C
1	-39	2	9	-8	-2	86	-2	-2	COC(=O)C1C(=O)NCC1c1ccc(C)cc1 (stereo not drawn)
13	/	-8	/	-3	-40	/	/	/	CN(C)S(=O)(=O)Oc1ccccc1C(=O)Nc1cccc(C(F)(F)F)c1
10	6	0	-20	-6	-2	124	-22	-3	COc1ccc(OC)c(S(=O)(=O)N2Cc3ccccc3CC2C(=O)O)c1 (stereo not drawn)
10	1	-2	2	5	-6	59	3	-2	CCC1(O)CC(C(=O)OC)=NN1C(=O)c1ccccc1 (stereo not drawn)
5	-4	-2	-2	-5	-5	96	4	1	CC(C)(C)NC(=O)C12CCC(C)(c3nc4ccccc4nc31)C2(C)C (stereo not drawn)
5	/	1	/	0	-33	/	/	/	O=C(c1ccccc1)c1c[nH]c(C(=O)NCCCN2CCOCC2)c1
/	-12	/	2	/	/	93	-4[fluorescence artefact?]	2	CC(=O)C1=C(O)C(=O)N(CO)C1c1ccccc1F (stereo not drawn)
3	6	0	/	-5	-21	/	/	-1	Cc1ccc(C(=O)Nc2c(-c3cccs3)nc3cc(C)ccn23)cc1
8	-4	5	-15	-13	-16	102[fluorescence artefact?]	-15	-2	CCOC(=O)c1[nH]c2ccc(OC)cc2c1NC(=O)N1CCOCC1
2	-5	-1	-5	-15	-1	134	-13	-2	COc1ccc(S(=O)(=O)Nc2c(C(=O)O)[nH]c3ccccc23)c(OC)c1
5	-17	-2	-13	-17	-2	108	-8	0	COc1ccc(-c2noc(CCC(=O)Nc3cccc(C)c3)n2)cc1
8	-26	-6	-1	-1	-36	109	-2	-1	CCOC(=O)Nc1nc(C)c(C(=O)N(C)C)s1
-2	/	0	1[fluorescence artefact?]	-36	-6	70	7	/	Cc1cc(/C=N/n2cnnc2)c(C)n1-c1ccc(OCc2ccccc2F)cc1
9	-8	-3	-2	2	-5	90[fluorescence artefact?]	-8[fluorescence artefact?]	-1	Cc1cc[n+](CC(=O)c2cccs2)cc1
7	23	4	-25	-7	-19	72	-23	-1	CCC(c1nnnn1C1CCCCC1)N(Cc1ccco1)Cc1cc2ccc(OC)cc2[nH]c1=O (stereo not drawn)
11	-7	3	33	-17	1	44[fluorescence artefact?]	11	-3	Cc1nc2nc(SCC(=O)C(C)(C)C)[nH]c2cc1Br
4	-7	1	-8	-1	8	98	-4	13	Cc1cccc(/C=N/n2c(C)nnc2C)c1
3	/	1	-4	-9	3	93[fluorescence artefact?]	-8	/	CCCC(C(=O)NCc1ccccc1)N(C(=O)Cn1nnc(-c2cccs2)n1)c1ccc2c(c1)OCCO2 (stereo not drawn)
-2	18	-3	/	-5	22	/	/	-1	C/C(=N\NS(=O)(=O)c1cccc([N+](=O)[O-])c1)c1cc2ccccc2o1

# Next section, overlapping the part above by 3 compounds.
HIV Rev-RRE inh	Mac1 fbg inh	FAK blocker	ERa SRC1 inh	PLK1 kinase inh	PLK1 PBD inh	ERa SRC1 pot	ERb SRC1 inh	CD11b adhes enh	smiles
4	-7	1	-8	-1	8	98	-4	13	Cc1cccc(/C=N/n2c(C)nnc2C)c1
3	/	1	-4	-9	3	93[fluorescence artefact?]	-8	/	CCCC(C(=O)NCc1ccccc1)N(C(=O)Cn1nnc(-c2cccs2)n1)c1ccc2c(c1)OCCO2 (stereo not drawn)
-2	18	-3	/	-5	22	/	/	-1	C/C(=N\NS(=O)(=O)c1cccc([N+](=O)[O-])c1)c1cc2ccccc2o1
11	12	-4	65*	-13	1	76[fluorescence artefact?]	23	0	CCOC(=O)c1c(NC(=O)CSc2nnc(CNC(=O)c3ccco3)n2C)sc2c1CCC2
14	49	-3	/	-11	-6	/	/	-5	COc1ccccc1CCn1c(N)c(C#N)c2nc3ccccc3nc21
-4	26	13	68*[fluorescence artefact?]	-16	-15	19[fluorescence artefact?]	51*	-4	O=C(c1cc2c(s1)CCC2)N1CCN(c2ccccc2)CC1
-2	-12	-3	/	0	-3	/	/	5	Cc1n[nH]c(=S)n1/N=C/c1ccc(OCc2ccc(Cl)cc2)cc1
10	-14	0	-3	5	-2	97	-2	0	O=C(O)c1ccc(-n2c(-c3ccccc3)n[nH]c2=S)cc1
-1	-7	1	-8	-9	-12	81	1	-4	Cc1cccc(-c2noc(CCC(=O)NCC3CCCO3)n2)c1 (stereo not drawn)
1	5	-5	12	-2	-5	91	14	1	CCCCOc1ccc(C(=O)NCCCC(=O)N2CCCCC2)cc1
/	4	/	-3	/	/	111	-4	-1	CCN(CC)c1nc(Nc2ccccc2)nc(Oc2ccc(=O)n(C)n2)n1
7	-11	-1	11	-6	14	92	-3	-4	CCCc1c(O)c2ccccc2[nH]c1=O
2	0	0	5	-12	-19	113	-4	-5	CSc1nc2nc(C(F)(F)F)cc(-c3ccccc3)n2n1
-1	12	1	-4	-11	0	96	22	-4	Cc1cc(NC(=O)CSc2nccn2-c2ccc(F)cc2)no1
/	26	/	0	/	/	112	-3	10	Cc1cc(C(=O)CSc2nncs2)c(C)n1-c1ccc2c(c1)OCO2
-2	-40	-2	-2	-6	-26	103	-7	-1	O=C(CCSc1ccccc1)Nc1ncccn1
5	/	4	37	-2	0	67	31	/	COc1ccc(S(=O)(=O)n2nc(OC(=O)c3ccco3)cc2N)cc1
/	-36	/	-2[fluorescence artefact?]	/	/	109[fluorescence artefact?]	2[fluorescence artefact?]	6	O=C(O)c1ccccc1S(=O)(=O)Cc1ccccc1
5	-39	0	-13	4	24	114	-6	-1	CC1CCCN(S(=O)(=O)Cc2ccc(Cl)cc2)C1 (stereo not drawn)
8	/	-1	-6	-11	-10	97	1	/	CC(C)CCNC(=O)NC(=O)COC(=O)C1=COCCO1
8	/	13	21[fluorescence artefact?]	-3	3	224*	22[fluorescence artefact?]	/	Cc1ccnc(NC(=O)c2ccc(N3C(=O)CCC3=O)cc2)c1
-3	/	-3	/	-8	-6	/	/	/	Cc1ccc(C(=O)Nc2cc3c(oc2=O)CCCC3=O)cc1
0	-8	-5	1	37	1	132	2[fluorescence artefact?]	0	Cn1c(=O)[nH]c(=O)c2c1nc(NCCCn1ccnc1)n2Cc1ccc(F)cc1
11	/	0	-5	-6	-4	105	-11	/	CCc1cc(C(=O)Nc2ccc(C)cc2Br)cs1
5	-2	-1	/	-8	-23	/	/	0	Cc1cc(C)cc(NC(=O)C2CCCN2C(=O)Oc2ccccc2)c1 (stereo not drawn)
4	1	0	-4	3	13	101	-8	-4	Cc1cc(C)c2c(c1)OC(O)(C(F)F)CC2=O (stereo not drawn)
12	-22	16	11	-13	17	88	5[fluorescence artefact?]	3	COc1ccc(-c2nc(C#N)c(NCc3ccc(F)cc3)o2)cc1OC
6	-14	1	-5	-4	32	88	11[fluorescence artefact?]	1	CCOC(=O)CSc1nc2ccccc2c(=O)n1CC1COc2ccccc2O1 (stereo not drawn)

# An excerpt of the results above, as a working copy:
HIV Rev-RRE inh	Mac1 fbg inh	FAK blocker	ERa SRC1 inh	PLK1 kinase inh	PLK1 PBD inh	ERa SRC1 pot	ERb SRC1 inh	CD11b adhes enh	smiles
0	-8	-5	1	37	1	132	2[fluorescence artefact?]	0	Cn1c(=O)[nH]c(=O)c2c1nc(NCCCn1ccnc1)n2Cc1ccc(F)cc1
11	/	0	-5	-6	-4	105	-11	/	CCc1cc(C(=O)Nc2ccc(C)cc2Br)cs1
5	-2	-1	/	-8	-23	/	/	0	Cc1cc(C)cc(NC(=O)C2CCCN2C(=O)Oc2ccccc2)c1 (stereo not drawn)
4	1	0	-4	3	13	101	-8	-4	Cc1cc(C)c2c(c1)OC(O)(C(F)F)CC2=O (stereo not drawn)
12	-22	16	11	-13	17	88	5[fluorescence artefact?]	3	COc1ccc(-c2nc(C#N)c(NCc3ccc(F)cc3)o2)cc1OC
6	-14	1	-5	-4	32	88	11[fluorescence artefact?]	1	CCOC(=O)CSc1nc2ccccc2c(=O)n1CC1COc2ccccc2O1 (stereo not drawn)

# Screening results as filed in PubChem BioAssay.
